S1P4 antagonist = antagonists of human S1P4 receptor | O95977 | S1P4-expressing cells, antagonist mode, reporter read-out | inhibition, % at 4.98 µM | hit rate 0.26% among 220,000 | AID 1510; in the data active = inhibition above about 29%;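 also: 0% = wells stimulated with agonist and 100% = vehicle wells without agonist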
Target sequence (O95977 whole entry, looked up): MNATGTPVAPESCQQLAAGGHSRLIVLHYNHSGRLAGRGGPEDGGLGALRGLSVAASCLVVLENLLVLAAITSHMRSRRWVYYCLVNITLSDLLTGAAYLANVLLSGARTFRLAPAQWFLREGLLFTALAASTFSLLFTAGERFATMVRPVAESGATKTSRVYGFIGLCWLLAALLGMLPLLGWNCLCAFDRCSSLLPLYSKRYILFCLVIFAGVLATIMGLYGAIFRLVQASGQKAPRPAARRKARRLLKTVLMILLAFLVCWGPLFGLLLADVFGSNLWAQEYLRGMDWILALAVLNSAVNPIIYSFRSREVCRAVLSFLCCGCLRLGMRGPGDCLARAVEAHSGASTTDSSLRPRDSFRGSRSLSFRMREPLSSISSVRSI
Ba/F3 V617F tox = loss of viability in JAK2V617F-driven Ba/F3 cells; Ba/F3 EpoR-JAK2V617F viability, ATP luminescence; inhibition, % at 5.6 µM; hit rate 1.1% among 220,000;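 active = inhibition above the campaign mean plus 3 SD over all tested compounds, cut at about 24% in these data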;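 also: cytokine-independent growth of Ba/F3 cells driven by EpoR plus mutant JAK2; 0% = DMSO-treated cells and 100% = JAK inhibitor I control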
S1P4 agonist = human S1P4 receptor agonism; O95977; S1P4-expressing cell line, agonist reporter assay; activation, % at 4.98 µM; hit rate 0.35% among 220,000; in the data active = activation above about 11%;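 also: 0% = DMSO vehicle and 100% = reference agonist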
BaF3 tox = reduces parental Ba/F3 cell viability, JAK2V617F counter-screen; inhibition, % at 5.6 µM; CellTiter-Glo ATP luminescence; AID 1486; hit rate 1.1% among 220,000;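 active = inhibition above a per-campaign cutoff, the mean inhibition of all tested compounds plus 3 SD, cut at about 27% in these data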;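 also: 0% = DMSO wells and 100% = JAK Inhibitor I control wells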
NPY1 pot ag = human NPY-Y1 potentiation or agonism, primary screen; hit rate 0.37% among 220,000; AID 1304; activation, % at 3.6 µM; P25929; NPY-Y1 expressing cells, potentiator/agonist activation; in the data active = activation above about 33%, passing the limit was not always enough;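 also: cells stimulated with NPY at EC10 then isoproterenol at EC100; 0% = low agonist plus stimulus and 100% = saturating agonist plus stimulus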
NCF1 inh = blocks human p47phox regulatory protein of NADPH oxidases | P14598 | p47phox/p22phox peptide binding, fluorescence polarization, 2 h | inhibition, % at 24.7 µM | hit rate 0.53% among 220,000 | AID 1274;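 active = inhibition above about 30%, limit read from the data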;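 also: 0% = p47phox with labelled peptide and 100% = labelled peptide alone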
Target sequence (P14598 whole entry, looked up): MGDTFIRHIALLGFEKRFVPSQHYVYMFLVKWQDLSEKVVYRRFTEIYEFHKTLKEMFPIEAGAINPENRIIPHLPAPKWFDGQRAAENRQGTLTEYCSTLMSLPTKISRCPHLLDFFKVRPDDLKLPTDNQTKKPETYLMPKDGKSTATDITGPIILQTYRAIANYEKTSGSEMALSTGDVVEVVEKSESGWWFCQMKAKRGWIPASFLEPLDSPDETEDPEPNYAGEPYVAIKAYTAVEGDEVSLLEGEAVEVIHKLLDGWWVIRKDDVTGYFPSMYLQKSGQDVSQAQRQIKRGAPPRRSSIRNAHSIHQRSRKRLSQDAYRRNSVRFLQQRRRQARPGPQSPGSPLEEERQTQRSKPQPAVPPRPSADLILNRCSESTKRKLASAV
NPY2 pot ag = human NPY-Y2 potentiation or agonism, primary screen. cells expressing NPY-Y2, potentiator/agonist read-out. activation, % at 3.6 µM. hit rate 0.45% among 220,000; in the data active = activation above about 27%;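 also: cells stimulated with NPY near EC25 plus isoproterenol at EC100; 0% = vehicle plus submaximal agonist and 100% = vehicle plus saturating agonist; some results beyond the cut were filed as inactive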
NPY-Y1 antag = NPY-Y1 (human) receptor antagonism; P25929; HEK293-CNG Y1 cells, membrane potential fluorescence; NPY at EC95, then isoproterenol; inhibition, % at 3.6 µM; hit rate 1% among 200,000; AID 1040;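 active = inhibition above the campaign mean inhibition of all tested compounds plus 3 SD, cut at about 20% in these data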;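 also: 0% = DMSO wells given NPY plus isoproterenol and 100% = isoproterenol alone without NPY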
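Test system – HEK293 Y1/CNG channel cell line · Also added – NPY agonist 25 nM, then isoproterenol 1 µM plus Ro 20-1724 25 µM · Compound dosing – one concentration, 3.6 µM, in 0.4% DMSO · Schedule – compound incubation 1 h at room temperature, readout 45 min post-stimulation · Technique – fluorescence, membrane potential probe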
CHOP inh = blocks CHOP induction under ER stress; CHO-K1 CHOP-promoter luciferase, tunicamycin-induced, 15-18 h; inhibition, % at 10 µM; hit rate 3.8% among 220,000; AID 2732;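 active = compounds that reduced the stress-induced luciferase reporter signal by more than about 70% of percent inhibition, limit read from the data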;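 also: 0% = tunicamycin plus vehicle and 100% = wells without tunicamycin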
* marks the source's active call; other numbers are inactive results; x = no result given.

SMILES	S1P4 antagonist	Ba/F3 V617F tox	S1P4 agonist	BaF3 tox	NPY1 pot ag	NCF1 inh	NPY2 pot ag	NPY-Y1 antag	CHOP inh
Cc1oc(-c2ccccc2Cl)nc1CSc1nc2c(c(=O)[nH]1)CCC2	7.2	-3.0	0.7	-0.2	-4.7	1.1	-2.2	-3.5	-2.8
CCN1C(=O)CSc2ccc(C(=O)NCCCN3CCOCC3)cc21	-30.3	-2.0	1.4	7.1	-2.5	-13.1	2.1	-0.8	-18.7
COc1c(C)cc(Br)cc1C(=O)Nc1ccc(C)cc1[N+](=O)[O-]	0.1	0.3	0.9	5.1	-3.8	-15.2	4.0	-1.1	55.7
CCOC(=O)C1CCN(C(=O)c2ccccc2NS(=O)(=O)c2cc(C)ccc2C)CC1	-7.8	-2.4	0.3	7.7	4.0	-7.8	8.4	3.9	16.6
O=C(CCN1C(=O)c2ccccc2C1=O)N1CCN(Cc2ccccc2)CC1	-39.5	-2.1	2.8	1.8	-25.4	-4.8	-6.6	2.5	15.8
O=C(/C=C/c1ccco1)NC(=S)Nc1cccc(-c2nc3ccccc3s2)c1	7.2	2.6	0.4	4.9	9.6	x	-8.2	1.4	x
Cc1cc(C)c(-c2csc(NC(=O)C3=NN(c4ccccc4)C(=O)CC3)n2)c(C)c1	-8.7	1.3	-0.8	8.7	20.3	-46.1	17.5	-1.4	40.3
COc1cccc(-n2c(Cc3cc(=O)[nH]c(=O)[nH]3)nnc2SCC(=O)Nc2ccccc2)c1	-22.6	-2.4	0.3	3.0	-9.0	-4.9	8.3	-2.5	33.0
COc1cc(OC)cc(C(=O)NC(C)c2ccc(Br)cc2)c1 (centres undefined)	-5.8	-1.9	-1.0	3.3	7.3	-12.7	-3.6	1.5	14.2
Cc1cc(NC(=S)N(Cc2cccc(Br)c2)CC2CCC(C(=O)O)CC2)ccc1Cl (centres undefined)	8.7	29.2*	-1.2	24.7	9.0	-12.6	-5.8	-10.0	-13.9
CCOC(=O)c1sc(NC(=O)C2CC2)nc1C	-11.7	-4.0	-1.8	0.8	5.2	-1.4	0.1	2.3	27.8
CCc1cc(C(=O)c2ccc(OC)cc2)c(NC(=O)CCC(=O)O)s1	4.9	1.2	1.0	3.2	3.4	-14.5	0.1	x	-21.8
COc1ccc(C(NC(=O)N2CC(C)OC(C)C2)C(Cl)(Cl)Cl)cc1F (centres undefined)	-6.9	0.5	-0.5	4.5	-5.6	-2.5	3.5	6.5	-3.6
COc1cc2c(cc1OC)CN(C(=O)COc1ccc(C#N)cc1)CC2	-9.0	-1.4	-3.5	1.6	-18.9	-3.2	0.4	0.6	-5.2
C=CCNc1nc(-c2cccs2)c(CC(=O)O)s1	0.3	-2.9	0.8	-5.8	9.8	-6.6	-23.1	x	-20.1
CN(CCNC(=O)C1CCN(S(=O)(=O)c2cnc[nH]2)CC1)Cc1ccccc1	-6.8	0.1	0.7	3.0	7.1	-1.8	5.2	2.4	12.7
C/C=C/c1ccc(OCCCCOc2c(OC)cccc2OC)c(OC)c1	-10.4	-3.5	0.3	1.8	-25.6	-19.1	-5.2	6.4	58.3
CCS(=O)(=O)N1CCC(C(=O)NCc2ccc3c(c2)OCO3)CC1	-14.7	0.3	2.3	8.4	12.1	19.8	13.8	-2.4	20.1
O=c1cc(-c2ccncc2)oc2ccccc12	-3.9	0.9	-0.2	4.6	-7.4	-3.3	1.1	-0.3	49.7
Cc1cc(C)nc(NC(=NCCc2c[nH]c3ccccc23)NC(=O)Nc2cccc([N+](=O)[O-])c2)n1	-5.5	-2.8	-0.1	-1.9	13.8	-13.1	-1.5	1.1	-51.1
CCOC(=O)C(NC(=O)c1ccccc1Cl)(Nc1ccc(C(F)(F)F)cc1)C(F)(F)F (centres undefined)	-20.4	4.0	-0.7	3.7	-10.7	-1.9	-4.7	5.0	28.4
Cc1cccc(-c2nnc(SCC(=O)Nc3ncccn3)n2C)c1	-3.1	1.7	-2.0	-0.4	11.6	-4.2	-2.6	0.8	0.9
O=c1[nH]c(CN2CCN(Cc3ccccc3)CC2)nc2sc3c(c12)CCC3	-4.2	-0.5	3.5	0.3	-13.8	x	-16.6	5.8	x
CCC(=O)N1CC(C)C(=O)Nc2ccccc21 (centres undefined)	7.2	-3.1	1.1	0.0	6.0	-0.3	10.1	4.7	-12.1
COc1cc(CNCCCN2CCOCC2)cc(Br)c1OCc1ccc(Cl)cc1	29.7*	30.5*	2.5	72.7*	-16.7	-17.9	-29.2	8.9	-43.5
SMILES	S1P4 antagonist	Ba/F3 V617F tox	S1P4 agonist	BaF3 tox	NPY1 pot ag	NCF1 inh	NPY2 pot ag	NPY-Y1 antag	CHOP inh
CCOC(=O)N1CCC2(CC1)C(C(=O)C13CC4CC(CC(C4)C1)C3)C2(C#N)C#N (centres undefined)	-4.7	-2.4	3.1	1.4	-5.9	-14.2	14.7	1.0	51.8
CC1CC(C)CN(S(=O)(=O)c2ccc(NN)nc2)C1 (centres undefined)	-7.5	-1.9	-0.5	-0.1	-16.2	-12.8	2.2	x	5.5
C=CCn1c(=O)c2ccc(C(=O)NCc3ccccc3)cc2n(Cc2ccc(Cl)cc2)c1=O	-3.9	2.6	-1.4	6.2	-21.7	-7.3	2.9	7.7	86.5*
C1CCC(Nc2nnnn2C2CCCCC2)CC1	5.1	-4.5	-2.2	1.4	13.5	-6.7	13.9	8.3	28.4
Cc1ccc(-c2nc3ccccc3n2C)o1	-23.3	5.8	-1.6	8.6	-0.5	-9.9	-10.0	6.9	17.4
COCCCNC(=O)CSc1nc2ccccc2c(=O)n1Cc1ccc2c(c1)OCO2	-13.9	-1.4	1.6	5.7	25.3	-0.8	-13.5	2.6	-5.5
Cc1nn(C(C)C)c(C)c1CN1CCCC(CCC(=O)NCc2ccccc2F)C1 (centres undefined)	1.4	-3.9	0.9	2.5	3.2	-4.5	-1.0	-1.7	6.8
Cc1ccc(S(=O)(=O)N(C)c2ccc(OCC(=O)Nc3nc4ccccc4s3)cc2)cc1	-13.0	3.7	-0.6	6.8	18.1	-41.5	10.6	-2.2	66.2
c1ccc(C(c2ccccc2)N2CCN(c3ccc4ccccc4n3)CC2)cc1	-10.9	-1.6	0.0	-1.4	-13.9	-15.9	-10.7	7.5	20.5
O=C(Cc1ccccc1)NNC(=O)Cc1ccccc1	-24.5	2.8	-1.0	9.0	1.2	-3.9	-4.0	2.9	10.1
Cc1ccc(S(=O)(=O)N(C)C)cc1NC(=S)NCc1ccco1	4.9	-0.3	-0.1	6.6	-4.3	-15.4	-6.5	-3.6	18.2
CCC(C)NC(=O)CS(=O)Cc1nc(-c2cccc(C)c2)oc1C (centres undefined)	-9.3	-4.4	-1.7	-1.0	1.8	-20.4	1.7	2.7	31.6
CCOP(=O)(OCC)/C(C#N)=C/c1cc(OC)ccc1OC	-10.8	-1.1	1.5	-1.9	-3.8	-15.0	-13.4	x	-14.8
NC(=O)C1CCN(C(=O)/C=C/c2ccco2)CC1	-6.4	-1.9	0.8	0.7	4.3	-5.2	-5.8	-0.3	-17.9
c1ccc(Nc2nn[nH]n2)cc1	-11.6	-3.9	-0.1	2.1	9.5	-13.7	13.6	-5.9	82.1*
Cc1ccc(S(=O)(=O)N(CC(O)CN2CCCC2)c2ccccc2)cc1 (centres undefined)	1.9	-2.3	-0.1	2.9	-4.5	-7.7	15.8	10.8	-1.6
Cc1cc(N)n(Cc2ccc(Cl)cc2)n1	2.2	-5.1	1.1	-1.1	6.3	-10.7	7.5	-1.4	13.8
COc1cccc(N=Nc2c(=O)[nH]n3c(=O)cc(C)[nH]c23)c1	1.0	1.4	1.3	2.6	-10.7	-4.7	-20.0	3.4	34.6
CN(C)c1ccc(C(c2nnnn2C2CCCCC2)N2CCN(C(=O)c3ccco3)CC2)cc1 (centres undefined)	-12.9	-1.0	-4.7	3.3	-16.6	x	0.1	3.7	x
CCOC(=O)N1CCC(NC(=O)C2CCCN(C(=O)N3CCOc4ccccc43)C2)CC1 (centres undefined)	-33.1	1.4	-1.4	6.2	2.1	-16.6	-3.4	4.7	-12.9
O=S(=O)(c1ccc(Br)s1)N1CCc2ccccc2C1	-18.7	-0.4	0.1	5.4	-24.6	-9.9	-10.2	6.4	27.3
CCOc1ccc(CC2c3cc(OCC)c(OCC)cc3CCN2C(=O)c2cc(OC)c(OC)c(OC)c2)cc1OCC (centres undefined)	-10.3	0.7	0.8	10.5	-44.7	-1.0	-10.6	11.0	22.4
CC/C(=N\NC(N)=O)c1ccc(OC(F)F)cc1	-2.1	1.9	0.6	-4.0	4.6	0.8	-2.6	x	-0.2
Cc1ccc(NC(=S)NCc2ccc3c(c2)OCO3)cc1	-5.0	1.9	-1.2	10.2	-13.1	-8.0	-25.6	8.9	-1.9
O=c1c2[nH]c3ccc(F)cc3c2ncn1CCCN1CCOCC1	-16.6	-2.0	0.4	6.2	-6.8	-5.4	-4.8	3.6	-13.3
SMILES	S1P4 antagonist	Ba/F3 V617F tox	S1P4 agonist	BaF3 tox	NPY1 pot ag	NCF1 inh	NPY2 pot ag	NPY-Y1 antag	CHOP inh
Cc1nnc(NC(=O)c2ccc3ccccc3c2)o1	-8.7	-3.1	0.5	-0.2	21.8	-2.2	15.3	-5.7	20.1
Cc1ccc2cccc(S(=O)(=O)N3CCN(c4ccccc4F)CC3)c2n1	-7.7	-3.7	1.9	-1.5	14.4	-7.2	11.7	4.3	43.3
CS(=O)(=O)N(CC(=O)N1CCc2ccccc2C1)c1ccc2c(c1)OCO2	-22.0	0.8	-0.1	92.8*	2.1	-1.9	0.7	5.1	41.9
Oc1ccc(N=Nc2ccc3c(c2)OCO3)c2ccccc12	-3.4	1.3	1.8	-1.9	24.9	-0.3	1.8	x	100.8*
O=C(C1CC1)N1CCc2cc(Br)cc(S(=O)(=O)NC3CCCCC3)c21	-15.2	-1.6	-0.6	0.5	11.0	-6.7	9.6	5.2	12.2
COC(=O)c1cc(OC)c(OC)cc1NC(=O)CN1CCOCC1	-2.1	-0.2	1.6	2.9	7.8	18.5	0.5	-2.5	2.3
Cc1ccc(OCC(=O)Nc2ccccc2Sc2ccccc2)c([N+](=O)[O-])n1	-1.0	-2.0	1.4	3.6	-2.5	-11.9	0.4	15.1	18.2
Cc1cc(-n2ccc(=O)[nH]c2=O)nc(-c2ccccc2)n1	0.0	0.3	2.6	2.1	-14.0	-6.1	4.0	7.4	26.3
COC(=O)c1ccsc1NC(=O)C1COc2ccccc2O1 (centres undefined)	-11.1	-4.7	-2.9	6.9	-49.3	-6.0	-35.6	15.3	61.9
CC(O)c1nc2ccccc2n1Cc1nnc(-c2ccc(Cl)cc2)o1 (centres undefined)	11.3	-2.6	-1.6	0.9	0.5	-7.1	18.0	-0.7	-32.4

5 of the compounds above, bar-delimited.
SMILES | S1P4 antagonist | Ba/F3 V617F tox | S1P4 agonist | BaF3 tox | NPY1 pot ag | NCF1 inh | NPY2 pot ag | NPY-Y1 antag | CHOP inh
Oc1ccc(N=Nc2ccc3c(c2)OCO3)c2ccccc12 | -3.4 | 1.3 | 1.8 | -1.9 | 24.9 | -0.3 | 1.8 | x | 100.8*
COC(=O)c1ccsc1NC(=O)C1COc2ccccc2O1 (centres undefined) | -11.1 | -4.7 | -2.9 | 6.9 | -49.3 | -6.0 | -35.6 | 15.3 | 61.9
Cc1cc(-n2ccc(=O)[nH]c2=O)nc(-c2ccccc2)n1 | 0.0 | 0.3 | 2.6 | 2.1 | -14.0 | -6.1 | 4.0 | 7.4 | 26.3
Cc1nnc(NC(=O)c2ccc3ccccc3c2)o1 | -8.7 | -3.1 | 0.5 | -0.2 | 21.8 | -2.2 | 15.3 | -5.7 | 20.1
COC(=O)c1cc(OC)c(OC)cc1NC(=O)CN1CCOCC1 | -2.1 | -0.2 | 1.6 | 2.9 | 7.8 | 18.5 | 0.5 | -2.5 | 2.3
